Source: PubChem (several laboratories)
Tn6 DDE FP = inhibitors of Tn6 peptide binding to fibrin DD(E), primary screen, biochemical, fluorescence polarization, human fibrin, Tn6 probe; Fibrin DD(E) TRITC-Tn6 fluorescence polarization displacement; inhibition, % at 8.3 µM; 370,000 tested, 0.21% active; AID 720509, 2013;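 active means inhibition above a per-campaign cutoff: mean of compounds within control limits plus 3 SD, cut at about 15% in these data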;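 further: 0% = median of all compound wells on the plate and 100% = blocking peptide control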
proKLK7 act = proKLK7 zymogen activators, primary screen, biochemical, fluorescence intensity; Kallikrein-7 (Homo sapiens), P49862; purified proKLK7, EDANS-DABCYL substrate fluorescence; 100% is mature enzyme control, 0% vehicle; activation, % at 7 µM; 370,000 tested, 0.9% active;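 active means activation above the mean of all tested compounds plus 3 SD, computed per campaign excluding outliers beyond control limits, cut at about 13% in these data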
Tn7 DDE FP = inhibitors of Tn7 peptide binding to fibrin DD(E), primary screen, biochemical, fluorescence polarization, human fibrin, Tn7 probe. FP displacement of FITC-Tn7 peptide from fibrin DD(E); 0% = median of compound wells per plate. Fibrinogen beta chain (Homo sapiens), P02675. AID 720508, 2013. inhibition, % at 8.3 µM. 370,000 tested, 0.13% active;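 active means inhibition above the mean of compounds falling within the control limits plus 3 SD of them, cut at about 14% in these data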;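 further: 0% = plate median of compound wells and 100% = 10 µM Aha-Tn7 peptide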
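system = human fibrin DD(E) protein | quantity = DD(E) 2 µM final | medium = Tris/NaCl/CaCl2 buffer, pH 7.8 | also added = labelled Tn7 tracer, 0.1 µM | compound dosing = single point at 8.3 µM | timing = compound with protein 10 min, then 3 h after probe, room temperature | signal = FP measurement | benchmarks = Aha-Tn7 high control | repeats = one replicate per compound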
UHRF1 binding = UHRF1 methylated DNA binding inhibitors, primary screen, counter-screen for MBD2 inhibitor project, biochemical, TR-FRET, human UHRF1, single concentration; UHRF1 binding to methylated oligo; inhibition, % at 4.4 µM; 370,000 tested, 0.75% active; in the data active means inhibition above about 21%;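 further: UHRF1 SRA domain binding a hemimethylated CpG hairpin DNA probe; 0% = median of test compound wells and 100% = reference inhibitor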
PLC-gamma1 inh = PLC-gamma1 enzyme inhibitors, primary screen, biochemical, fluorescence, purified enzyme; 370,000 tested, 0.84% active; fluorogenic substrate; inhibition, % at 12.2 µM; 1-phosphatidylinositol 4,5-bisphosphate phosphodiesterase gamma-1 (Homo sapiens), P19174; AID 720700, 2013; in the data active means inhibition above about 9.5%
sPLA2-III inh = human group III sPLA2 inhibitors, primary screen, biochemical, QFRET, BODIPY PC-A2 liposome substrate; QFRET BODIPY PC-A2 liposome hydrolysis, fluorescence; inhibition, % at 12.2 µM; 370,000 tested, 0.56% active; AID 743126, 2013;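 active means inhibition above mean plus 3 SD of compounds lying within the high and low control bounds, cut at about 19% in these data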;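 further: 0% = median of test compound wells and 100% = no enzyme DMSO wells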
ARFGAP1 inh = inhibitors of rat ARFGAP1 GAP activity, primary screen, biochemical, fluorescence polarization, GDP tracer. ADP-ribosylation factor GTPase-activating protein 1 (Rattus norvegicus), Q62848. Arfgap1-stimulated ARF1 GTP hydrolysis, GDP FP detection. inhibition, % at 16.5 µM. 360,000 tested, 0.26% active. AID 651572, 2012;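 active means inhibition above a per-plate limit, mean inhibition of low control wells plus 3 SD, cut at about 25% in these data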;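 further: 0% = DMSO wells with enzyme and 100% = wells lacking Arfgap1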
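material = rat Arfgap1 catalytic domain, aa 1-136 | also added = human ARF1(Δ1-17)-GTP substrate | compound dosing = one concentration, 16.5 µM, DMSO 1.26% | times = GTP hydrolysis reaction 2 h at 25 °C | measured by = FP, GDP Alexa 633 tracer displaced from anti-GDP antibody, 620/688 nm | evaluation = percent inhibition of Arfgap1-stimulated GTP hydrolysis | replication = single well per compound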
ASAP1 inh = inhibitors of human ASAP1 ArfGAP activity, primary screen, biochemical, fluorescence polarization; Arf-GAP with SH3 domain, ANK repeat and PH domain-containing protein 1 (Homo sapiens), …; ASAP1-stimulated ARF1 GTP hydrolysis, GDP FP detection; inhibition, % at 16.5 µM; 360,000 tested, 0.19% active; AID 624377, 2012; in the data active means inhibition above about 25%;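 further: 0% = vehicle with enzyme and substrate and 100% = no enzyme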
Target sequence (Q9ULH1 325-724 limits assumed): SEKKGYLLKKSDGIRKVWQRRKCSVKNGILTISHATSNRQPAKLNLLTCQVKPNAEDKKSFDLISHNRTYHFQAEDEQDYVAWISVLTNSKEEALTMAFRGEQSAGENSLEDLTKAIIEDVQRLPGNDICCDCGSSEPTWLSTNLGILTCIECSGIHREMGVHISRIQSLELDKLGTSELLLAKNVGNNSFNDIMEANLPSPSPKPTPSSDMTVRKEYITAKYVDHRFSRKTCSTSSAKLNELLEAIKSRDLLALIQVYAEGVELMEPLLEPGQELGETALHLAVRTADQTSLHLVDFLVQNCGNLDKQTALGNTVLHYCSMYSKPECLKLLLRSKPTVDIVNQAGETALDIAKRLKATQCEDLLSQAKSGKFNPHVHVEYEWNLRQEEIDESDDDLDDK
NR1D1 modulator = modulators of Rev-erb alpha DNA binding, primary screen, biochemical, FITC-DNA, fluorescence polarization, uHTS | Rev-erbα–FITC-DNA binding, 90 min | AID 1259318, 2017 | Nuclear receptor subfamily 1 group D member 1 (Homo sapiens), P20393 | activity, % at 10 µM | 370,000 tested, 0.79% active;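 active means activity above about 14%, limit read from the data; passing the limit was not always enough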;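 further: 0% = DMSO wells with 35 nM protein and 100% = DMSO wells with 750 nM protein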
Target sequence (P20393 whole entry, looked up): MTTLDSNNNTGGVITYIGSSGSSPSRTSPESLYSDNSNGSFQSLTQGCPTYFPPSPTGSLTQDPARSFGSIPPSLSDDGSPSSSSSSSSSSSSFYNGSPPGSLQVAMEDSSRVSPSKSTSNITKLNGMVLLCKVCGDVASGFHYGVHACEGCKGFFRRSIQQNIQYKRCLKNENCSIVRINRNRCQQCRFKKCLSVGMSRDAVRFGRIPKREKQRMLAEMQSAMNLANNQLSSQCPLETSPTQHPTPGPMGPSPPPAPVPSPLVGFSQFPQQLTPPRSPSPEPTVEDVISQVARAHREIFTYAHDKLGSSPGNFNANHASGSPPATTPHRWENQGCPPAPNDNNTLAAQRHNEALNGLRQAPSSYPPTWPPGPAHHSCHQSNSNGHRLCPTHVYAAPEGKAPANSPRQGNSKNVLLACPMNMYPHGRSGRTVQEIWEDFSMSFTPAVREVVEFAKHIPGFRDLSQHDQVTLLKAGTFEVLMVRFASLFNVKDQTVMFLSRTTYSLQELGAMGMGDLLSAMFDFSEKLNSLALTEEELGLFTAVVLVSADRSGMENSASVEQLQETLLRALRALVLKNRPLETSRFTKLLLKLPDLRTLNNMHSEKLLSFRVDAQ
PLCb3 inh = human PLC-beta3 inhibitors, primary screen, biochemical, fluorescence; 1-phosphatidylinositol 4,5-bisphosphate phosphodiesterase beta-3 (Homo sapiens), Q01970; Purified PLC-beta3, fluorogenic substrate; inhibition, % at 12.2 µM; 370,000 tested, 0.18% active; AID 720704, 2013; in the data active means inhibition above about 11%;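 further: 0% = median of compound wells on plate and 100% = full blocker control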
The depositor's hits bear a star; i = inactive; · = no result given. Random draw from the library (roughly 4.5% active in at least one column).

SMILES	Tn6 DDE FP	proKLK7 act	Tn7 DDE FP	UHRF1 binding	PLC-gamma1 inh	sPLA2-III inh	ARFGAP1 inh	ASAP1 inh	NR1D1 modulator	PLCb3 inh
CCN(C(=O)COC(=O)Cn1cnc2c1c(=O)n(C)c(=O)n2C)C1CCS(=O)(=O)C1 (stereo not given)	-10	-0.1	-4	-3	2	-2	10	-7	-6	1
COC(=O)c1sccc1NC(=O)CC1C(=O)NCCN1C(=O)Nc1ccc(C(F)(F)F)cc1 (stereo not given)	7	0.2	-4	0	1	4	-4	-3	8	-1
Cc1cc(NC(=O)Nc2cccc(C)c2C)no1	0	0.4	6	-2	7	5	-6	-3	0	4
OCC[C@@H]1C[C@H](O)[C@@H](O)[C@]2(OCc3cc(C(F)(F)F)ccc32)O1	-2	0.1	-11	3	5	2	6	3	1	2
O=C(CSc1ccc(-c2cccnc2)nn1)N1CCCCCC1	-6	0.4	-3	-3	2	-2	-1	2	6	-6
COc1ccccc1C(=O)N1CCN(c2cccc(Cl)c2)CC1	5	0.6	3	15	1	-1	10	-7	1	1
CC1CCN(C(=O)Cn2cc(C(=O)c3ccco3)c3ccccc32)CC1	-8	0.8	1	1	6	0	3	-14	-2	2
COc1ccc(S(=O)(=O)/N=C2\C=C(NS(=O)(=O)c3ccccc3)C(=O)c3ccccc32)cc1	-3	0.7	9	-5	0	-4	-7	-5	6	-9
Oc1ccccc1/C=N/NC(=S)NC1CC2C=CC1C2 (stereo not given)	4	-28	-6	-3	-63	27*	-1	5	0	-106
COC(=O)c1ccc(NC(=O)c2cc3sccc3n2C)cc1	-5	0.7	-10	-1	-26	-14	2	7	5	-31
CCOc1ccccc1NS(=O)(=O)c1c[nH]c(C(=O)OC)c1	-2	-0.1	7	1	3	3	5	16	-5	4
Cc1cc(C)nc(NS(=O)(=O)c2ccc(NC(=S)NC(=O)c3ccco3)cc2)n1	-3	0.5	-10	4	3	7	-8	-11	-4	1
O/N=C1/C2C3C(Br)C4C5CC(C1C53)C24 (stereo not given)	-6	0.0	-2	-3	-1	7	7	1	9	-1
CCN(CC)C(=O)COc1ccc(-c2nnc(N3CCCCC3)c3ccccc23)cc1	6	-0.2	0	2	-3	2	-6	4	2	-8
Cc1ccc2sc(N(CCCN(C)C)C(=O)c3nc4ccccc4s3)nc2c1C	-10	-21	-4	0	1	-13	-4	-2	-1	-2
COc1ccccc1CN1C(=S)SC(C)(C)C1NO (stereo not given)	-4	1.3	3	3	5	4	11	6	-5	4
Cc1cc(C)n(-c2ncc(C#N)cn2)n1	0	0.4	-3	1	-1	-3	-2	-11	-4	-2
CCOC(=O)C(Cc1ccnc2ccccc12)=NO	3	0.2	5	-3	1	-22	-9	-10	-1	4
O=C(c1ccc(CS(=O)(=O)c2ccccc2)o1)N1CCN(c2ccccc2)CC1	-1	-0.2	2	11	1	2	-5	1	-8	-8
COc1cc(/C=N/O)cc(Cl)c1OC	-2	-1.0	5	-1	-2	1	-1	10	3	2
COc1cc(NC(=O)c2ccccc2)c(C)cc1NC(=O)CSc1nnc(-c2cnccn2)n1-c1ccc(C)cc1	-7	-0.1	-6	1	0	-2	·	·	-5	3
COCCCNC(=S)NNC(=O)C(O)(c1ccccc1)c1ccccc1	4	0.5	1	0	3	10	7	4	3	-2
Cc1nc(C)c(-c2csc(Nc3cccnc3)n2)s1	5	1.1	2	-2	-2	5	-4	2	-2	-11
CN(CCC#N)C(=O)CC(Cc1ccccc1)C1CCOC(C)(C)C1 (stereo not given)	-2	-0.1	0	0	2	-4	-6	7	-2	-4
COC(=O)C1CCN(c2c([N+](=O)[O-])cc(C(F)(F)F)cc2[N+](=O)[O-])CC1	-4	-0.4	-2	-4	6	11	-3	-5	2	4
O=C(NNCc1ccccc1)c1ccccn1	-4	0.9	-4	1	-9	-4	-11	0	2	-5
COC(=O)c1ccc(CN(c2ccccc2Cl)S(C)(=O)=O)cc1	5	0.1	4	30*	-2	-4	2	-16	4	1
CC(=O)c1c(C)[nH]c(C(=O)NCCc2c[nH]c3ccccc23)c1C	0	0.1	1	-2	6	-34	-1	8	-10	-1
O=C(C[n+]1cccc(NC(=O)c2ccccc2)c1)c1ccc(NC(=O)c2ccccc2)cc1	4	-0.5	-8	-1	-10	-23	10	3	-7	-15
COc1cc(CN2CCNC(=O)C2CC(=O)N(C)Cc2ncc[nH]2)cc(OC)c1 (stereo not given)	6	0.0	-2	2	-4	5	7	1	4	-7

Reprinted from the part before: three entries, then new ones.
SMILES	Tn6 DDE FP	proKLK7 act	Tn7 DDE FP	UHRF1 binding	PLC-gamma1 inh	sPLA2-III inh	ARFGAP1 inh	ASAP1 inh	NR1D1 modulator	PLCb3 inh
CC(=O)c1c(C)[nH]c(C(=O)NCCc2c[nH]c3ccccc23)c1C	0	0.1	1	-2	6	-34	-1	8	-10	-1
O=C(C[n+]1cccc(NC(=O)c2ccccc2)c1)c1ccc(NC(=O)c2ccccc2)cc1	4	-0.5	-8	-1	-10	-23	10	3	-7	-15
COc1cc(CN2CCNC(=O)C2CC(=O)N(C)Cc2ncc[nH]2)cc(OC)c1 (stereo not given)	6	0.0	-2	2	-4	5	7	1	4	-7
C#CCOc1c(Cl)cc(C2C3=C(CCCC3=O)N(CC(=O)O)C3=C2C(=O)CCC3)cc1OC	-2	16*	-1	-3	i	-5	-1	4	-2	i
C=CC[C@H](CC(=O)NCCO)C(=O)N[C@H](COC(=O)[C@H](CC=C)CC(=O)OC(C)(C)C)c1ccccc1	-4	-0.3	6	1	0	0	-2	15	0	-1
Cc1cccc(Cn2nc(C(C)(C)C)cc2C(=O)N2CCOCC2)c1	-5	-0.4	5	2	1	5	10	-7	-3	-6
Cc1nnc(SC(C(=O)Nc2ccc(Cl)c([N+](=O)[O-])c2)c2ccccc2)[nH]c1=O (stereo not given)	-6	0.4	-1	-1	2	-23	-17	-3	4	2
O=C(COc1ccc(S(=O)(=O)NC2CCCCC2)cc1)NCc1cccnc1	-2	-0.4	2	-1	-1	-3	2	7	-7	2
CCCCN(C(=O)c1ccc(-n2nc(C)cc2C)cc1)c1c(N)n(CCC)c(=O)[nH]c1=O	5	-0.3	7	1	-1	3	7	-6	5	0
Cc1ccc(S(=O)(=O)Nc2c(C)nn(C)c2C)cc1	-5	0.2	-2	-2	1	11	6	3	-4	1
CN1/C(=C/C(=O)c2cccs2)Sc2ccccc21	5	-0.7	1	-6	-60	1	-4	5	-1	-79
CC(=O)c1ccc(S(=O)(=O)N2CCCC(N(C)CCc3ccccn3)C2)cc1 (stereo not given)	-3	-0.2	-2	-1	2	2	-3	-17	-4	-9
O=C(Nc1ccc(OC(F)F)cc1)c1cc(S(=O)(=O)N2CCOCC2)ccc1N1CCCC1	4	1.5	-4	2	-27	-4	5	-1	5	-42
Cc1nccn1-c1ccc(NC(=O)[C@H]2O[C@@H](n3ccc(=O)[nH]c3=O)[C@H](O)[C@@H]2O)cc1	-5	-0.6	0	0	1	3	1	-5	-2	2
Cc1nnc(SCc2ccc(C(=O)Nc3cc(Cl)ccc3C)cc2)s1	-5	0.1	-9	2	2	-11	18	-6	1	0
COc1ccc(S(=O)(=O)n2nc(OC(C)=O)cc2N(C(C)=O)C(C)=O)cc1	6	0.7	5	16	-2	5	11	22	3	0
CC(C)(C)n1nnnc1C(c1ccccc1OC(F)(F)F)N1CCN(C/C=C/c2ccccc2)CC1 (stereo not given)	0	-0.2	-2	-2	-1	5	20	-7	3	3
CCCC(=O)Nc1ccc(C(=O)NNC(=S)NC(=O)c2cccs2)cc1	8	-0.3	8	-2	-2	17	2	-9	-3	-5
NC(N)=NCCCS(=O)(=O)Nc1ccc(Nc2c3ccccc3nc3cc([N+](=O)[O-])ccc23)cc1	6	-0.9	4	4	2	-2	5	6	-30	-9
Cc1nnc(SCc2ccc(F)cc2)n1NC/C=C/c1ccccc1	6	0.1	3	-2	0	-13	-6	-2	1	0
COc1ccccc1OCc1ccc(C(=O)NC(C)(C)C)o1	5	0.2	-6	5	1	1	-6	-3	-5	1
COc1cccc(OC)c1C(=O)N1CCN(Cc2ccccc2C(F)(F)F)CC1	-1	-0.1	8	4	4	-3	-3	-6	3	4
CN(Cc1ccccc1)Cc1nc2c(c(=O)n(C)c(=O)n2C)n1CCCc1ccccc1	1	0.0	8	-1	-4	-5	-2	-1	3	-5
COCCn1c(Cc2cccn2C)nnc1SCC(=O)Nc1nccs1	9	0.4	8	16	-3	-4	2	2	-7	-7
Cc1nn(-c2ccccc2)c(N)c1Sc1ccccc1[N+](=O)[O-]	4	-0.5	2	1	4	5	13	-2	1	9
Cc1ccc(C2NC(=O)c3n[nH]c(C(C)C)c32)cc1 (stereo not given)	-5	0.5	-4	-1	2	0	6	8	1	-2

Single records (already shown).
Cc1cccc(Cn2nc(C(C)(C)C)cc2C(=O)N2CCOCC2)c1 as listed: Tn6 DDE FP = -5; proKLK7 act = -0.4; Tn7 DDE FP = 5; UHRF1 binding = 2; PLC-gamma1 inh = 1; sPLA2-III inh = 5; ARFGAP1 inh = 10; ASAP1 inh = -7; NR1D1 modulator = -3; PLCb3 inh = -6
O/N=C1/C2C3C(Br)C4C5CC(C1C53)C24 (stereo not given) as listed: Tn6 DDE FP = -6; proKLK7 act = 0.0; Tn7 DDE FP = -2; UHRF1 binding = -3; PLC-gamma1 inh = -1; sPLA2-III inh = 7; ARFGAP1 inh = 7; ASAP1 inh = 1; NR1D1 modulator = 9; PLCb3 inh = -1
